Compound activity from PubChem BioAssay.
F508del corr = correctors of CFTR F508del function in bronchial epithelial cells; CFBE cells, YFP halide quenching; stimulated with forskolin plus potentiator P3; % fluorescence drop versus neutral controls; activity (quench increase), % at 7.58 µM; 0.36% of 350,000 active; AID 720511;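 active = mean added fluorescence quench of at least 8% versus neutral control, with both replicates also reaching 8%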;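 note: cells transiently co-express mutant CFTR-F508del with the halide-sensitive YFP; corrector assay measuring rescue of mutant channel to the surface after 24 h compound exposure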
GSIS activator = GLuc luminescence reporter in INS-1E cells, primary screen for activators of glucose-dependent secretion of insulin | 0.61% of 370,000 active | INS-1E GLuc reporter insulin secretion, 2-3 h | AID 743287 | activation, % at 16.6 µM;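 active = lowest replicate activation of at least 40%, so every replicate reaches that level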;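 note: 0% = median of neutral control wells and 100% = median of IBMX positive control wells; some compounds called inactive have numbers as strong as hits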
PGC1a acetyl inh = PGC1a acetylation modulation, inhibitor mode | U2OS PGC1a acetylation, AlphaScreen anti-acetyl-lysine; with virally co-expressed GCN5 acetyltransferase | inhibition, % at 15.6 µM | 0.17% of 350,000 active;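 active = every replicate shows inhibition of at least 40%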;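 note: 0% = neutral control wells and 100% = positive control wells; some results beyond the cut were filed as inactive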
Starred values were filed as active, the others as inactive. Not all compounds are listed, so the mix of outcomes need not match the whole.

SMILES	F508del corr	GSIS activator	PGC1a acetyl inh
O=C(CCNC(=O)Cn1ccc2ccccc2c1=O)NCc1ccc(F)cc1Cl	-0.4	6	11
Cc1noc(C)c1S(=O)(=O)N(C)C[C@H]1Oc2ccc(NC(=O)CCN3CCOCC3)cc2CC(=O)N([C@H](C)CO)C[C@H]1C	0.1	2	5
COc1ccc2c3c(n(C)c2c1)[C@H](CO)N(C(=O)CC1CC1)CC31CCN(C(=O)NC(C)C)CC1	-1.0	11	3
O=C(CC1CC1)N1CC(=O)N2[C@@H](CO)[C@@H](c3ccc(C#Cc4ccccc4)cc3)[C@@H]2C1	4.3	-10	-5
CCOC(=O)/C=C1\NC2(CCCCC2)Cc2cc(OC)c(OC)cc21	4.9	3	-6
CCN1CC(=O)N2[C@H](C1)[C@@H](c1ccc(-c3ccccc3F)cc1)[C@@H]2CO	-1.2	12	10
CCc1ccc(-c2ccc(SCC(=O)NCC3CCCO3)nn2)cc1 (centres undefined)	1.4	8	-29
Cc1ccc(C(=O)NNC(=S)NC(=O)c2ccc(Cl)cc2Cl)cc1	-2.7	-1	6
O=C(c1ccccc1F)N1CC(=O)N2[C@H](CO)[C@H](c3ccc(-c4ccc(F)cc4)cc3)[C@H]2C1	2.2	-4	-8
C[C@H]1CN([C@@H](C)CO)C(=O)Cc2cc(NC(=O)Cn3cnnn3)ccc2O[C@@H]1CN(C)Cc1ccc(C(=O)Nc2ccccc2N)cc1	1.3	9	-4
O=C(C[C@H]1CC[C@@H](NC(=O)c2ccncc2)[C@H](CO)O1)Nc1ccc(-c2ccccc2)cc1	-0.6	6	-7
COc1ccc2c3c([nH]c2c1)[C@H](CO)N(C(=O)c1ccccc1)CC31CCN(S(=O)(=O)c2cccs2)CC1	0.4	6	14
CCC(=O)N1CC2(C1)CN(C(=O)Nc1ccccc1F)[C@@H](CO)c1c2c2ccc(OC)cc2n1C	-1.6	-27	-1
Cc1cccc(-c2ccc([C@@H]3[C@@H](CO)N4C(=O)CN(C(=O)c5cccnc5)C[C@H]34)cc2)c1	0.4	8	4
CCc1ccccc1Nc1nc(N)nc(CSc2nnnn2C)n1	1.8	1	0

3 compounds already listed, ordered by their value in GSIS activator, descending:
SMILES	F508del corr	GSIS activator	PGC1a acetyl inh
Cc1cccc(-c2ccc([C@@H]3[C@@H](CO)N4C(=O)CN(C(=O)c5cccnc5)C[C@H]34)cc2)c1	0.4	8	4
O=C(CCNC(=O)Cn1ccc2ccccc2c1=O)NCc1ccc(F)cc1Cl	-0.4	6	11
CCc1ccccc1Nc1nc(N)nc(CSc2nnnn2C)n1	1.8	1	0

Next entries:
SMILES	F508del corr	GSIS activator	PGC1a acetyl inh
COc1ccc2c3c(n(C)c2c1)[C@@H](CO)NCC31CN(Cc2cc(-c3ccccc3)on2)C1	-1.7	1	0
Cc1ccc(S/C=C\C(=O)c2ccccc2)cc1	2.8	4	-31
O=C(C1CCOCC1)N1CC2(C1)[C@H](c1ccccc1)[C@@H](CO)N2CCC(F)(F)F	-4.0	9	6
COc1ccc(CN(C)C[C@H]2Oc3ccc(NS(=O)(=O)c4cccs4)cc3CC(=O)N([C@H](C)CO)C[C@@H]2C)cc1	0.6	-1	4
COc1ccc2c3c(n(C)c2c1)[C@@H](CO)N(CC1CC1)CC31CCN(C(C)=O)CC1	1.5	8	8
C[C@H]1CN([C@@H](C)CO)C(=O)c2cccc(NC(=O)CCCCCC(=O)Nc3ccccc3N)c2O[C@@H]1CN(C)S(=O)(=O)c1ccc(F)cc1	2.2	-2	9
COC(=O)c1ccc(CN2CC(=O)N3[C@H](CO)[C@H](c4ccc(Br)cc4)[C@@H]3C2)cc1	-0.3	-4	13
Cc1ccc(N/C(N)=N/c2nc(CSc3nnc(C)s3)cc(=O)[nH]2)c(C)c1	3.9	10	3
O=C(C1CC1)N1CC2(C1)[C@H](c1ccccc1)[C@@H](CO)N2Cc1cncnc1	2.3	24	4
COc1ccc(Cl)cc1NC(=O)c1[nH]nc(OC)c1[N+](=O)[O-]	-0.4	4	3
Cc1ccc(-c2ccc([C@@H]3[C@H](CO)N4C(=O)CN(C(=O)Nc5ccc(F)cc5)C[C@@H]34)cc2)cc1	-0.4	-18	-4
Cc1ccc(S(=O)(=O)Nc2ccc3c(c2)C(=O)N([C@@H](C)CO)C[C@H](C)[C@H](CN(C)S(=O)(=O)c2ccc(Cl)cc2)O3)cc1	1.9	-3	29
O=C(Cc1ccccc1)N1CC(=O)N2[C@H](C1)[C@H](c1ccc(C#CCc3ccccc3)cc1)[C@@H]2CO	-0.9	-1	-4
O=C(OCCN1C(=O)c2ccccc2C1=O)c1ccccc1	-1.2	3	4
Cc1cccc(-c2ccc([C@H]3[C@H](CO)N4C(=O)CN(C(=O)NC5CCCCC5)C[C@@H]34)cc2)c1	0.9	-15	2
CCc1ccc(-c2cc(C(=O)Nn3cnnc3)c3ccccc3n2)cc1	-1.8	-3	4
COCC(=O)N1CC2(C1)[C@H](c1ccccc1)[C@H](CO)N2Cc1ccccc1OC	2.2	4	-2
CC(=O)N1CC(=O)N2[C@H](CO)[C@@H](c3ccc(-c4ccncc4)cc3)[C@@H]2C1	-0.3	-1	-1
CCOc1ccccc1-c1nc(CN(Cc2cnn(C)c2)C(C)C)c(C)o1	1.5	4	3
COCCn1c(SCC(=O)Nc2nnc(C)s2)nnc1-c1ccco1	-0.5	-9	6
O=C(C[C@@H]1C=C[C@H](NC(=O)Nc2ccccc2F)[C@H](CO)O1)NCc1ccccc1	0.7	10	3
CC(C)=Cc1c(O)nc2ccccn2c1=O	0.9	-3	1
Cc1cc(C)cc(OCC(=O)N/N=C/c2ccc([N+](=O)[O-])o2)c1	1.1	-3	-39
COc1ccc2c3c([nH]c2c1)[C@@H](CO)NCC31CCN(C(=O)Nc2ccc3c(c2)OCO3)CC1	-1.3	11	8
CN(C)C(=O)[C@@H]1[C@@H](CO)[C@@H]2Cn3c(cccc3=O)[C@H]1N2CC1CCCC1	0.3	8	-3
Cc1cc(NC(=O)CN2CCN(c3cccc(Cl)c3)CC2)no1	-1.4	-20	-5
CCn1c(=S)[nH]c2cc(S(=O)(=O)N3CCCCC3)ccc21	0.8	1	-68
Cc1ccc(S(=O)(=O)Nc2cccc3c2O[C@@H](CN(C)Cc2ccc(C(=O)Nc4ccccc4N)cc2)[C@@H](C)CN([C@@H](C)CO)C3=O)cc1	1.0	12	0
C[C@@H]1CN([C@@H](C)CO)C(=O)c2cccc(NC(=O)CCCCCC(=O)Nc3ccccc3N)c2O[C@H]1CN(C)Cc1ccncc1	-1.0	-11	2
CCCNC(=O)N1CC2(C1)CN(C(C)=O)[C@H](CO)c1c2c2ccc(OC)cc2n1C	-4.1	30	2

Given with bars between the fields: seven of the compounds above
SMILES | F508del corr | GSIS activator | PGC1a acetyl inh
O=C(C[C@H]1CC[C@@H](NC(=O)c2ccncc2)[C@H](CO)O1)Nc1ccc(-c2ccccc2)cc1 | -0.6 | 6 | -7
COCC(=O)N1CC2(C1)[C@H](c1ccccc1)[C@H](CO)N2Cc1ccccc1OC | 2.2 | 4 | -2
COCCn1c(SCC(=O)Nc2nnc(C)s2)nnc1-c1ccco1 | -0.5 | -9 | 6
Cc1ccc(S(=O)(=O)Nc2cccc3c2O[C@@H](CN(C)Cc2ccc(C(=O)Nc4ccccc4N)cc2)[C@@H](C)CN([C@@H](C)CO)C3=O)cc1 | 1.0 | 12 | 0
COc1ccc2c3c(n(C)c2c1)[C@H](CO)N(C(=O)CC1CC1)CC31CCN(C(=O)NC(C)C)CC1 | -1.0 | 11 | 3
COc1ccc(Cl)cc1NC(=O)c1[nH]nc(OC)c1[N+](=O)[O-] | -0.4 | 4 | 3
CCn1c(=S)[nH]c2cc(S(=O)(=O)N3CCCCC3)ccc21 | 0.8 | 1 | -68

Continued:
SMILES	F508del corr	GSIS activator	PGC1a acetyl inh
C/C=C/c1ccc([C@H]2[C@H](CO)N3C(=O)CN(C(=O)c4cccc(F)c4)C[C@@H]23)cc1	5.6	21	4
CCCNC(=O)N1CC2(C1)[C@H](c1ccccc1)[C@@H](CO)N2Cc1ccc(F)cc1	-2.7	-9	-7
Cc1nnc(NC(=O)c2nn(CC(C)C)c(=O)c3ccccc23)s1	-1.2	24	-8
CCCNC(=O)N1CC(=O)N2[C@H](CO)[C@@H](c3ccc(-c4ccc(C)cc4)cc3)[C@H]2C1	-2.0	-3	0
O=C(NCCc1ccc(Cl)cc1)c1ccc2nc[nH]c2c1	-0.5	9	-6
COc1ccc2c3c(n(C)c2c1)[C@H](CO)N(C(=O)c1ccncc1)CC31CN(CC2CC2)C1	1.1	7	-1
OC[C@H]1[C@@H](c2ccccc2)C2(CN(CC3CC3)C2)N1Cc1nccs1	2.2	7	-6
O=C(c1ccccc1SCc1ccccc1)N1CCOCC1	-1.2	5	1
Fc1ccc(-c2ncc3ccccn23)cc1	-0.8	8	-8
COc1ccc2c3c([nH]c2c1)[C@@H](CO)N(C(=O)CC1CC1)CC31CN(C(=O)c2ccccc2)C1	2.7	-4	14
Cc1cc(C)n(-c2ccc([N+](=O)[O-])cc2-c2nn[nH]n2)n1	-0.6	-3	0
COc1ccc2c3c([nH]c2c1)[C@@H](CO)N(C(=O)CC1CC1)CC31CCN(Cc2cccnc2)CC1	-2.1	9	2
C[C@H]1CN([C@@H](C)CO)C(=O)Cc2cc(NC(=O)Nc3ccc(C(F)(F)F)cc3)ccc2O[C@H]1CN(C)C(=O)Nc1ccc2c(c1)OCO2	0.0	-14	1
CC(C)CC#Cc1ccc([C@@H]2[C@H](CO)N3C(=O)CN(C(=O)CN4CCOCC4)C[C@@H]23)cc1	-0.5	5	-11
Fc1ccc(N2CCN(Cc3cnc(N4CCOCC4)s3)CC2)cc1	-3.7	2	8
O=C(c1ccc(F)cc1)N1CC(=O)N2[C@H](CO)[C@H](c3ccc(-c4ccccc4)cc3)[C@H]2C1	-1.8	-9	-4
O=C(c1ccccc1)N1CC(=O)N2[C@H](CO)[C@@H](c3ccc(C4=CCCC4)cc3)[C@@H]2C1	1.8	11	-9
CCC(=O)N1CC(=O)N2[C@H](CO)[C@@H](c3ccc(-c4cccnc4)cc3)[C@@H]2C1	3.1	4	-1
Cc1sc(NC(=O)CN(Cc2ccccc2)C(=O)C2CC2)c(C(N)=O)c1C	0.4	10	6
COc1ccc2c3c(n(C)c2c1)[C@H](CO)NCC31CCN(C(=O)CC2CC2)CC1	2.8	10	0
C[C@H]1CN([C@@H](C)CO)C(=O)c2cccc(NS(=O)(=O)c3cccs3)c2O[C@H]1CN(C)Cc1ccc(C(=O)Nc2ccccc2N)cc1	0.5	10	-4
CCS(=O)(=O)N1CCC2(CC1)CN(C(=O)Nc1cccc(F)c1)[C@@H](CO)c1c2c2ccc(OC)cc2n1C	0.3	-16	-3
CS(=O)(=O)N1CC2(C1)[C@@H](c1ccccc1)[C@@H](CO)N2Cc1ccccn1	-0.4	-3	-3
CCCNC(=O)N1CC2(C1)CN(Cc1cccc(F)c1)[C@H](CO)c1[nH]c3cc(OC)ccc3c12	-2.4	2	-4
CC(C)NC(=O)NCC[C@@H]1CC[C@@H](NS(=O)(=O)c2ccccc2)[C@H](CO)O1	-0.5	-6	4
Cc1nn(Cc2ccccc2)c(Cl)c1/C=C/C(=O)OCC(=O)NC(C)C(C)C (centres undefined)	2.3	-9	-1
CC=Cc1ccc2n(c1=O)C[C@@H]1[C@@H](CO)[C@H](C(=O)NC3Cc4ccccc4C3)N(CC3CCCC3)[C@H]21 (mixture of isomers)	0.1	-9	-1
Cc1cc2cc(CN(CCN(C)C)C(=S)NCc3ccco3)c(=O)[nH]c2cc1C	0.9	1	0
COc1ccc(CNC(=O)CCSCc2ccccc2C)cc1	-2.2	-25	9
